Compound activity deposited in PubChem BioAssay by several laboratories.
SIAH1 antagonists: blockers of Siah-1 interaction with plectin peptide – biochemical, fluorescence polarization, rhodamine-plectin, uHTS, primary screen (AID 1817). Siah-1 / rhodamine-plectin peptide fluorescence polarization; higher % means a stronger effect. displacement, % at 20 µM, or IC50 in µM where a hit was titrated. hit rate 0.02% among 290,000;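 active means displacement of at least 50% at 20 µM, with a fluorescence ratio check between 0.3 and a set limit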;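 further: plate controls were Siah plus tracer with DMSO for no effect and tracer alone without Siah for full effect; strong numbers were not always called active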
NTR1 agonist: NTR1-driven beta-arrestin-GFP spot formation – imaging, U2OS cells, high content, primary screen (AID 493036). P30989. agonist mode. activation, % at 20 µM. hit rate 0.17% among 330,000;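 active means activation at or above 40% of the spot to cytoplasm intensity ratio, with at least 20 cells analyzed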;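 further: 0% = DMSO without peptide and 100% = 100 nM NTR1 peptide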
Target sequence (P30989 whole entry, looked up): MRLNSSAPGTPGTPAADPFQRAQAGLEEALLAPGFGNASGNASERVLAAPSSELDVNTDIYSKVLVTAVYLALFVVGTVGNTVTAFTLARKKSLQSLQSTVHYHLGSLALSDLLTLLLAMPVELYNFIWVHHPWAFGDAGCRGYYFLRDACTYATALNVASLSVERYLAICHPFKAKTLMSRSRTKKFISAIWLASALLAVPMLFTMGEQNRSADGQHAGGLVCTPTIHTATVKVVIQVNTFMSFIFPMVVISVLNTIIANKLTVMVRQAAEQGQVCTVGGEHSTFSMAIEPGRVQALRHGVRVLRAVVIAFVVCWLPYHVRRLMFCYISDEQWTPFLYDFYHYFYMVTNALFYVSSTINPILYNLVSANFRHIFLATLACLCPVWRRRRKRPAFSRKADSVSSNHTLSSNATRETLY
HIV fusion peptide: cell-free HIV fusion peptide-binding blockers – biochemical, uHTS, fluorescence dequenching, primary screen (AID 1986). cell-free peptide binding, fluorescence dequenching, 30 min; higher % means a stronger effect. inhibition, % at 20 µM, or IC50 in µM where a hit was titrated. hit rate 0.3% among 290,000; in the data active means inhibition mostly above about 52%, no sharp cut-off; inactive means mostly below about 76%; further: some results filed as inactive read as strong as hits
GPR55 antagonists: GPR55 antagonists blocking LPI-driven arrestin recruitment, primary screen, imaging, U2OS, beta-arrestin-GFP, LPI agonist (AID 2013); hit rate 0.13% among 290,000; inhibition, % at 10 µM; hits with a dose series show IC50 in µM; U2OS GPR55 beta-arrestin-GFP translocation imaging, LPI antagonism; higher % means a stronger effect;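 active means spots per cell inhibited over 60%, with over 100 cells counted and total cytoplasm intensity under 500,000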;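 further: U2OS cells stably carrying GPR55 and arrestin-GFP stimulated by 5 µM LPI near EC80; imaged beta-arrestin-GFP aggregate spots per cell after agonist stimulation; plate controls were LPI-stimulated DMSO wells for no effect and DMSO wells without LPI for full effect; some results filed as inactive read as strong as hits; confirmed hits need IC50 under 10 µM and bright autofluorescent wells are also inconclusive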
Dengue-2 NS5 capping: flavivirus cap methylation enzyme inhibition – biochemical, confirmation dose response, primary screen (AID 588689) | inhibition, % at 25 µM, or IC50 in µM where a hit was titrated | Dengue-2 NS5 methyltransferase capping enzyme assay, biochemical; higher % means a stronger effect | hit rate 0.3% among 340,000; in the data active means a potency from the dose series
AID2073: disruptors of CaV2.2 binding to Mint1 – biochemical, HTRF (AID 2073); one-dose inhibition, % at 20 µM; IC50 in µM for titrated hits; HTRF protein-protein interaction, Mint1-CaV2.2; higher % means a stronger effect; hit rate 0.19% among 290,000; in the data active means inhibition mostly above about 51%, no sharp cut-off; further: some results filed as inactive read as strong as hits
UTI89 phage lysis: inhibition of K1F phage lysis, E. coli UTI89, bacterial capsule biogenesis inhibitors, alamar blue (AID 488966) | E. coli UTI89 K1F phage lysis, alamar blue, 2 h; higher % means a stronger effect | one-dose inhibition, % at 100 µM; IC50 in µM for titrated hits | hit rate 0.02% among 340,000;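 active means phage lysis inhibition, versus mean bacterial control, above a set limit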;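 further: capsule biogenesis inhibitors block K1F phage lysis so surviving cells raise fluorescence; higher fluorescence means more inhibition of phage lysis; actives were called in the ten point dose series up to 300 µM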
GPR35 antagonists: inhibition of zaprinast-stimulated GPR35 beta-arrestin translocation – imaging, U2OS, beta-arrestin-GFP, zaprinast agonist, primary screen (AID 2058); inhibition, % at 10 µM, or IC50 in µM where a hit was titrated; U2OS GPR35 beta-arrestin-GFP translocation imaging, zaprinast antagonism; higher % means a stronger effect; hit rate 0.052% among 290,000;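 active means inhibition of at least 50% with at least 30 cells and total cytoplasm GFP at most 10,000,000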
GPR55 activation: GPR55 agonists via beta-arrestin recruitment, primary screen, imaging, U2OS cells, beta-arrestin-GFP redistribution (AID 1961); U2OS GPR55 beta-arrestin-GFP redistribution imaging; higher % means a stronger effect; activation, % at 10 µM; hits with a dose series show EC50 in µM; hit rate 0.048% among 290,000;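 active means activation above 40% with more than 50 cells counted in the well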;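 further: U2OS osteosarcoma cells stably expressing GPR55 and beta-arrestin-GFP; plate controls were DMSO negative control for no effect and LPI positive control for full effect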
NTR1 agonist cell count 20 µM: also measured in NTR1 agonist; calls as there; cell count; measured here: cell count, cytotoxicity flag
Active calls of the source: *; [ ] = dose if it differs, or a comment.

Screening O=S(=O)(c1ccccc1)N1CCN(c2ncnc3scc(-c4ccccc4)c23)CC1 returned SIAH1 antagonists 9.7%, NTR1 agonist 5.1, HIV fusion peptide 1.2%, GPR55 antagonists -0.9%, Dengue-2 NS5 capping -0.8%, AID2073 inactive, UTI89 phage lysis 0.3%, GPR35 antagonists 4.0%, GPR55 activation 0.2% and NTR1 agonist cell count 20 µM 43.
COc1ccc2nc(C)cc(Nc3cccc(C(=O)O)c3)c2c1 was read as SIAH1 antagonists -0.2%, NTR1 agonist 3.1, HIV fusion peptide 1.5%, GPR55 antagonists 1.7%, Dengue-2 NS5 capping -2.3%, AID2073 2.6%, UTI89 phage lysis 0.7%, GPR35 antagonists -4.8%, GPR55 activation -0.2% and NTR1 agonist cell count 20 µM 63.
`O=C(CN1CCN(Cc2ccccc2Cl)CC1)N/N=C/C=C/c1ccco1` gave SIAH1 antagonists 5.0%, NTR1 agonist 1.7, HIV fusion peptide 2.1%, GPR55 antagonists -7.8%, AID2073 -11.0%, GPR35 antagonists 5.8%, GPR55 activation 0.0% and NTR1 agonist cell count 20 µM 45.
Screening c1ccc(-c2nnc(OCCN3CCOCC3)c3ccccc23)cc1 returned SIAH1 antagonists -5.2%, NTR1 agonist -1.1, HIV fusion peptide 1.6%, GPR55 antagonists 13.5%, Dengue-2 NS5 capping 2.5%, AID2073 -5.5%, UTI89 phage lysis -0.3%, GPR35 antagonists -13.8%, GPR55 activation 0.2% and NTR1 agonist cell count 20 µM 75.
For O=C(COC(=O)c1cccc(NS(=O)(=O)c2ccc(F)c(F)c2)c1)NC(=O)NC1CCCCC1 the results were SIAH1 antagonists -2.3%, NTR1 agonist 9.1, HIV fusion peptide 7.2%, GPR55 antagonists 10.3%, Dengue-2 NS5 capping 2.2%, AID2073 6.5%, UTI89 phage lysis 5.4%, GPR35 antagonists -9.7%, GPR55 activation -0.4% and NTR1 agonist cell count 20 µM 60.
For O=C1CC(N2CCN(c3ccccc3)CC2)C(=O)N1c1ccc2c(c1)OCO2 (configuration not stated) the results were SIAH1 antagonists 2.6%, NTR1 agonist 2.5, HIV fusion peptide -1.1%, GPR55 antagonists 7.2%, Dengue-2 NS5 capping -6.2%, AID2073 3.0%, UTI89 phage lysis 0.0%, GPR35 antagonists 1.7%, GPR55 activation -0.2% and NTR1 agonist cell count 20 µM 36.
Screening CCOC(=O)N1CCN(c2ccc(N3C(=O)CCCC3=O)cc2[N+](=O)[O-])CC1 returned SIAH1 antagonists 5.8%, NTR1 agonist 0.2, HIV fusion peptide 2.4%, GPR55 antagonists 7.5%, Dengue-2 NS5 capping -0.8%, AID2073 -5.6%, UTI89 phage lysis 0.0%, GPR35 antagonists 6.0%, GPR55 activation 0.6% and NTR1 agonist cell count 20 µM 64.
Screening NC(=NCCc1c[nH]c2ccccc12)NC(=O)c1ccc(Cl)cc1 returned SIAH1 antagonists -0.3%, NTR1 agonist 5.0, HIV fusion peptide -0.7%, GPR55 antagonists 31.2%, Dengue-2 NS5 capping -6.7%, AID2073 -27.1%, UTI89 phage lysis 0.0%, GPR35 antagonists 2.3%, GPR55 activation -0.1% and NTR1 agonist cell count 20 µM 54.
For Cc1cc(C)cc(NC(=O)C2CCCC2)c1 the results were SIAH1 antagonists 2.5%, NTR1 agonist 0.0, HIV fusion peptide -1.1%, GPR55 antagonists 14.6%, Dengue-2 NS5 capping 1.6%, AID2073 -0.9%, UTI89 phage lysis 5.1%, GPR35 antagonists 5.6%, GPR55 activation -0.3% and NTR1 agonist cell count 20 µM 60.
`CCOc1ccc(CNC(=S)N/N=C/c2ccncc2)cc1` gave SIAH1 antagonists -0.8%, NTR1 agonist -0.3, HIV fusion peptide 0.2%, GPR55 antagonists -5.5%, Dengue-2 NS5 capping -2.7%, AID2073 -2.2%, UTI89 phage lysis -0.1%, GPR35 antagonists 10.9%, GPR55 activation 0.0% and NTR1 agonist cell count 20 µM 61.
For COC(=O)C1SCC2C(=O)N(Cc3ccc(F)cc3)CC(=O)N21 (configuration not stated) the results were SIAH1 antagonists -0.1%, NTR1 agonist 0.0, HIV fusion peptide 0.1%, GPR55 antagonists -1.7%, Dengue-2 NS5 capping -5.4%, AID2073 -7.0%, UTI89 phage lysis 0.1%, GPR35 antagonists -1.2%, GPR55 activation 0.3% and NTR1 agonist cell count 20 µM 99.
For CCNc1nc(Oc2ccc(C(=O)OCC)cc2)nc(N2CCOCC2)n1 the results were SIAH1 antagonists -8.5%, NTR1 agonist 6.7, HIV fusion peptide -0.8%, GPR55 antagonists -3.1%, AID2073 4.7%, UTI89 phage lysis 1.5%[50 µM], GPR35 antagonists -0.8%, GPR55 activation -0.1% and NTR1 agonist cell count 20 µM 59.
CCCCN(C)CCNC(=O)CN1C(=O)CSc2ccc(S(=O)(=O)N3CCCCC3)cc21 was read as SIAH1 antagonists -2.4%, NTR1 agonist 1.0, HIV fusion peptide -0.5%, GPR55 antagonists -1.8%, Dengue-2 NS5 capping 6.2%, AID2073 -0.7%, UTI89 phage lysis 0.2%, GPR35 antagonists 4.8%, GPR55 activation -0.1% and NTR1 agonist cell count 20 µM 41.
For O=C(CN1C(=O)CSc2ccc(S(=O)(=O)N3CCOCC3)cc21)NCCCN1CCOCC1 the results were SIAH1 antagonists 9.6%, NTR1 agonist 1.2, HIV fusion peptide -1.2%, GPR55 antagonists 16.5%, Dengue-2 NS5 capping -6.4%, AID2073 7.1%, UTI89 phage lysis -0.2%, GPR35 antagonists -1.8%, GPR55 activation -0.6% and NTR1 agonist cell count 20 µM 16.
Cc1ccc(NS(=O)(=O)c2ccc(C(=O)NCC3CCCO3)cc2)cc1 (configuration not stated) was read as SIAH1 antagonists 8.3%, NTR1 agonist 2.4, HIV fusion peptide -0.2%, GPR55 antagonists 7.8%, Dengue-2 NS5 capping -7.0%, AID2073 -3.5%, UTI89 phage lysis -0.6%, GPR35 antagonists 10.5%, GPR55 activation -0.4% and NTR1 agonist cell count 20 µM 40.
`O=C(NNc1cc(Cl)ccc1Cl)c1cccnc1Cl` gave SIAH1 antagonists -4.2%, NTR1 agonist -0.8, HIV fusion peptide -0.4%, GPR55 antagonists 15.8%, Dengue-2 NS5 capping 5.5%, AID2073 -11.2%, UTI89 phage lysis 3.6%, GPR35 antagonists 2.2%, GPR55 activation 0.1% and NTR1 agonist cell count 20 µM 35.
O=C(/C=C/c1cccc(Br)c1)c1ccc2c(c1)OCO2 was read as SIAH1 antagonists 0.3%, NTR1 agonist 25.6, HIV fusion peptide 0.0%, GPR55 antagonists 7.3%, Dengue-2 NS5 capping -2.2%, AID2073 0.6%, UTI89 phage lysis -0.6%, GPR35 antagonists -8.7%, GPR55 activation 4.03µM* and NTR1 agonist cell count 20 µM 41.
For COc1ccc(N2CC(C(=O)Nc3nnc(SCCC4OCCO4)s3)CC2=O)cc1 (configuration not stated) the results were SIAH1 antagonists 11.8%, NTR1 agonist -0.4, HIV fusion peptide 5.9%, GPR55 antagonists 11.2%, Dengue-2 NS5 capping 2.6%, AID2073 11.7%, UTI89 phage lysis 0.0%, GPR35 antagonists -0.5%, GPR55 activation -0.2% and NTR1 agonist cell count 20 µM 65.
Screening CCOC(=O)C1CCN(Cc2ccc(F)cc2F)CC1 returned SIAH1 antagonists -1.7%, NTR1 agonist -0.4, HIV fusion peptide 0.5%, GPR55 antagonists 2.9%, Dengue-2 NS5 capping -2.7%, AID2073 2.3%, UTI89 phage lysis 0.3%, GPR35 antagonists -0.3%, GPR55 activation 0.1% and NTR1 agonist cell count 20 µM 51.
CCc1n[nH]c(=S)n1N=C1CCC(C)CC1 (configuration not stated) was read as SIAH1 antagonists 4.9%, NTR1 agonist 0.6, HIV fusion peptide 0.8%, GPR55 antagonists -16.8%, Dengue-2 NS5 capping -12.6%, AID2073 -1.5%, UTI89 phage lysis 0.1%, GPR35 antagonists 3.6%, GPR55 activation -0.2% and NTR1 agonist cell count 20 µM 84.

Next section, overlapping the part above by 2 compounds.
Screening CCOC(=O)C1CCN(Cc2ccc(F)cc2F)CC1 returned SIAH1 antagonists -1.7%, NTR1 agonist -0.4, HIV fusion peptide 0.5%, GPR55 antagonists 2.9%, Dengue-2 NS5 capping -2.7%, AID2073 2.3%, UTI89 phage lysis 0.3%, GPR35 antagonists -0.3%, GPR55 activation 0.1% and NTR1 agonist cell count 20 µM 51.
CCc1n[nH]c(=S)n1N=C1CCC(C)CC1 (configuration not stated) was read as SIAH1 antagonists 4.9%, NTR1 agonist 0.6, HIV fusion peptide 0.8%, GPR55 antagonists -16.8%, Dengue-2 NS5 capping -12.6%, AID2073 -1.5%, UTI89 phage lysis 0.1%, GPR35 antagonists 3.6%, GPR55 activation -0.2% and NTR1 agonist cell count 20 µM 84.
Screening Cc1ccc(-n2c(C)cc(=O)cc2C)c(C)c1 returned SIAH1 antagonists 3.2%, NTR1 agonist -2.7, HIV fusion peptide 0.3%, GPR55 antagonists -9.6%, Dengue-2 NS5 capping -5.9%, AID2073 4.0%, UTI89 phage lysis 1.8%, GPR35 antagonists 16.0%, GPR55 activation -0.1% and NTR1 agonist cell count 20 µM 53.
`CSCC[C@H](NC(=O)c1cccc([N+](=O)[O-])c1C)c1nc2ccccc2[nH]1` gave SIAH1 antagonists -2.4%, NTR1 agonist -0.8, HIV fusion peptide -1.4%, GPR55 antagonists 1.3%, Dengue-2 NS5 capping -2.2%, AID2073 0.6%, UTI89 phage lysis 2.0%, GPR35 antagonists 14.3%, GPR55 activation -0.2% and NTR1 agonist cell count 20 µM 43.
`CCCNc1nc(Cl)nc(Nc2ccc(Cl)cc2)n1` gave SIAH1 antagonists 0.0%, NTR1 agonist 1.3, HIV fusion peptide 0.6%, GPR55 antagonists 14.5%, Dengue-2 NS5 capping -1.1%, AID2073 8.6%, UTI89 phage lysis 0.3%, GPR35 antagonists 1.3%, GPR55 activation -0.1% and NTR1 agonist cell count 20 µM 56.
COc1ccc(N2C(=O)CCC(C(=O)N(C)C3CCCCC3)C2c2ccc(OC)c(OC)c2)cc1 (configuration not stated) was read as SIAH1 antagonists -3.2%, NTR1 agonist -2.8, HIV fusion peptide 0.8%, GPR55 antagonists 8.2%, AID2073 3.3%, GPR35 antagonists 13.7%, GPR55 activation -0.1% and NTR1 agonist cell count 20 µM 59.
Screening Cc1cc(N2CCCC2=O)c(N)cc1N returned SIAH1 antagonists -0.6%, NTR1 agonist 0.7, HIV fusion peptide 0.8%, GPR55 antagonists -3.8%, Dengue-2 NS5 capping -2.1%, AID2073 2.9%, UTI89 phage lysis 0.2%, GPR35 antagonists -3.9%, GPR55 activation 0.0% and NTR1 agonist cell count 20 µM 37.
